# Source: PubChem BioAssay
# MKP-3 inhibition = MKP-3 phosphatase inhibitors, primary screen, biochemical, rat enzyme, in vitro (AID 425). hit rate 0.17% among 110,000. recombinant MKP-3 phosphatase activity, fluorescence; higher % means a stronger effect. Dual specificity protein phosphatase 6 (Rattus norvegicus). inhibition, % at 20 µM, or IC50 in µM where a hit was titrated; in the data active = inhibition above about 50%;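 also: plate controls were vehicle for no effect and reference inhibitor for full effect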
# Hsp70 displacement = Hsp70 inhibitors, probe displacement, primary screen, biochemical, fluorescence polarization (AID 583) | Heat shock 70 kDa protein 1A (Homo sapiens) | Hsp70 fluorescence polarization probe displacement, mP; higher % means a stronger effect | one-dose displacement, % at 20 µM; IC50 in µM for titrated hits | hit rate 0.06% among 140,000; in the data active = displacement above about 50%;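 also: plate controls were vehicle for no effect and reference ligand for full effect; a part of the inactive calls stands beside numbers as strong as those of hits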
# * hit, by the source's call; . = not tested or not shown; & = joins results of further samples. These rows are one share of the data, so the mix of outcomes need not match the whole.
# Sample of the layout:
SMILES,MKP-3 inhibition,Hsp70 displacement
O=C1S/C(=C\c2cccc(Cl)c2)C(=O)N1c1ccc(Cl)cc1,2.8%,-4.1%
CC(C)(C)c1ccc(OCC(=O)Nc2ccc(NC(=O)c3ccco3)c(Cl)c2)cc1,4.2%,2.4%

# Results, repeating the preview:
SMILES,MKP-3 inhibition,Hsp70 displacement
O=C1S/C(=C\c2cccc(Cl)c2)C(=O)N1c1ccc(Cl)cc1,2.8%,-4.1%
CC(C)(C)c1ccc(OCC(=O)Nc2ccc(NC(=O)c3ccco3)c(Cl)c2)cc1,4.2%,2.4%
O=C(O)c1nn2c(c1Cl)NC(c1cccs1)CC2C(F)(F)F (centres undefined),2.1%,3.9%
CCOc1ccc(NC(=O)CN2CCN(CC(=O)Nc3cc(OC)cc(OC)c3)CC2)cc1,4.9%,-0.6%
Cc1ccccc1Cn1ccc(NC(=O)c2cnn3c(C(F)(F)F)cc(-c4ccco4)nc23)n1,1.5%,44.8%
Cc1c(Cl)cccc1NC(=O)/C(C#N)=C/c1ccc(I)o1,4.1%,-1.2%
Cc1ccccc1C(=O)NN1C(=O)/C(=C/c2cccc(O)c2)SC1=S,4.1%,3.5%
CC(=O)NC1=NN(C(C)=O)C2(CCCCC2)S1,.,1.1%
COc1ccc(OC)c(CNCc2ccc3c(c2)OCO3)c1,-0.6%,-3.5%
CCOc1ccc2c(c1)C(C)=CC(C)(C)N2S(=O)(=O)c1ccc(C)cc1,-0.6%,-0.2%
CC(=O)N(CCCc1ccc(C(C)(C)C)cc1)CCCN(C)C,-4.0%,-1.7%
Brc1ccccc1-c1nnc(-c2cccnc2)o1,3.2%,0.4%
Cc1onc(-c2ccccc2Cl)c1C(=O)NC1CCCCCC1,0.1%,2.5%
Cc1ccc(NC(=O)c2ccc(OC(=O)CCN3C(=O)c4ccccc4C3=O)cc2)cc1,.,6.4%
O=C(O)CN1C(=O)CCS(=O)c2ccccc21 (centres undefined),-0.9%,1.2%
CN(CCc1ccccn1)c1ncnc2[nH]ncc12,-10.4%,3.8%
CC1CCN(c2ncnc3ccccc23)CC1,.,1.2%
Cc1ccccc1OCC(=O)O/N=C(\N)Cc1ccc(Cl)cc1,1.5%,-3.6%&4.2%
O=C(COc1ccc(Cl)cc1)Nc1ccc2c(c1)Cc1ccccc1-2,2.4%,-3.3%
Cc1cc(C)n2nc(C(=O)NCc3ccccc3)nc2n1,.,3.2%
CCOC(=O)C1=C(NC#N)OC(C)=C(C)C1c1ccc(O)cc1 (centres undefined),4.8%,3.4%
CC(C)(C)c1ccc(/C=C2\NC(=S)NC2=O)cc1,2.1%,0.7%
CCOc1ccccc1NC(=O)C(CC(C)C)NC(=O)C1CCC(C)CC1 (centres undefined),.,1.1%
Cc1ccc(OCC(=O)N2CCC(Cc3ccccc3)CC2)c(Br)c1,2.4%,-1.1%
O=C(NC(Cc1ccccc1)C(=O)O)c1ccc(S(=O)(=O)N2CCOCC2)cc1 (centres undefined),3.4%,-0.7%
CCOC(=O)c1ccc(NC(=S)NC(NC(=O)c2ccccc2Br)C(Cl)(Cl)Cl)cc1 (centres undefined),2.5%,1.1%
CCc1nc(N[C@H](C(=O)O)C(C)CC)c2oc3ccccc3c2n1 (some centres undefined),.,-3.0%
CCOC(=O)C(=CNc1ccc(C(N)=O)cc1)C(=O)OCC,1.9%,-0.6%
COc1ccc(OC)c(NC(=O)CSc2nnc(N)s2)c1,-3.6%,-3.7%
Cc1ccc(N2C(=O)NC(=O)/C(=C\c3ccc(OCc4cccc(C(=O)O)c4)cc3)C2=O)cc1,-0.4%,-0.9%
Cc1ccc(C2N(Cc3ccccc3)CCN2Cc2ccccc2)s1,-1.7%,2.1%
CCCOC(=O)c1c(NC(=O)/C=C/C(=O)O)sc2c1CCCC2,4.7%,5.7%
CCC(C)(C)NC(=O)CN(C(=O)CNS(=O)(=O)c1ccccc1)c1ccccc1,-6.7%,4.4%
O=C1CS/C(=N/N=C/c2ccccc2OCc2ccc(Cl)cc2Cl)N1,-0.4%,-0.7%
O=C(/C=C/c1ccccc1)N1CCN(c2ccccn2)CC1,-2.5%,-0.4%
Cc1cnc(NC(=O)CN2C(=O)C3CC=CCC3C2=O)s1 (centres undefined),-9.7%,-0.3%
Cc1nn(C)cc1CNC(=O)c1cc2n(n1)C(C(F)(F)F)CC(c1cccs1)N2 (centres undefined),-11.8%,0.8%
CCC(C)(C)n1nnnc1C(c1ccccc1F)N1CCC(C(N)=O)CC1 (centres undefined),1.8%,-0.9%
Cc1cc(/C=N/NC(=O)CC#N)c(C)n1-c1cc(Cl)cc(Cl)c1,2.9%,0.7%
COC(=O)c1cc(=O)n(Cc2ccco2)c(=Nc2ccc(F)c(Cl)c2)s1,5.8%,-3.5%
Cc1ccccc1-n1c(-c2ccncc2)n[nH]c1=S,-7.7%,-1.7%
O=C(N1CCOCC1)N1CCC(NC(=O)C23CC4CC(CC(C4)C2)C3)CC1,-2.1%,2.6%
COc1ccccc1NC(=O)CSc1nnnn1Cc1ccccc1,-2.4%,0.8%
CCN1C(=S)SC(=O)C1=C1C=C(C)N(CCOC)C(C)=C1,-1.8%,0.4%
Oc1c(Br)cc(/C=N/Nc2nnc3c(n2)[nH]c2ccccc23)c(Br)c1O,6.1%,8.4%

# Shown bar-delimited: part of the list above.
Compound | MKP-3 inhibition | Hsp70 displacement
CC(C)(C)c1ccc(/C=C2\NC(=S)NC2=O)cc1 | 2.1% | 0.7%
CCOc1ccccc1NC(=O)C(CC(C)C)NC(=O)C1CCC(C)CC1 (centres undefined) | . | 1.1%
Cc1ccc(OCC(=O)N2CCC(Cc3ccccc3)CC2)c(Br)c1 | 2.4% | -1.1%
O=C(NC(Cc1ccccc1)C(=O)O)c1ccc(S(=O)(=O)N2CCOCC2)cc1 (centres undefined) | 3.4% | -0.7%
CCOC(=O)c1ccc(NC(=S)NC(NC(=O)c2ccccc2Br)C(Cl)(Cl)Cl)cc1 (centres undefined) | 2.5% | 1.1%
CCc1nc(N[C@H](C(=O)O)C(C)CC)c2oc3ccccc3c2n1 (some centres undefined) | . | -3.0%
CCOC(=O)C(=CNc1ccc(C(N)=O)cc1)C(=O)OCC | 1.9% | -0.6%
COc1ccc(OC)c(NC(=O)CSc2nnc(N)s2)c1 | -3.6% | -3.7%
Cc1ccc(N2C(=O)NC(=O)/C(=C\c3ccc(OCc4cccc(C(=O)O)c4)cc3)C2=O)cc1 | -0.4% | -0.9%
Cc1ccc(C2N(Cc3ccccc3)CCN2Cc2ccccc2)s1 | -1.7% | 2.1%
CCCOC(=O)c1c(NC(=O)/C=C/C(=O)O)sc2c1CCCC2 | 4.7% | 5.7%
CCC(C)(C)NC(=O)CN(C(=O)CNS(=O)(=O)c1ccccc1)c1ccccc1 | -6.7% | 4.4%
O=C1CS/C(=N/N=C/c2ccccc2OCc2ccc(Cl)cc2Cl)N1 | -0.4% | -0.7%
O=C(/C=C/c1ccccc1)N1CCN(c2ccccn2)CC1 | -2.5% | -0.4%
Cc1cnc(NC(=O)CN2C(=O)C3CC=CCC3C2=O)s1 (centres undefined) | -9.7% | -0.3%
Cc1nn(C)cc1CNC(=O)c1cc2n(n1)C(C(F)(F)F)CC(c1cccs1)N2 (centres undefined) | -11.8% | 0.8%
CCC(C)(C)n1nnnc1C(c1ccccc1F)N1CCC(C(N)=O)CC1 (centres undefined) | 1.8% | -0.9%
Cc1cc(/C=N/NC(=O)CC#N)c(C)n1-c1cc(Cl)cc(Cl)c1 | 2.9% | 0.7%
COC(=O)c1cc(=O)n(Cc2ccco2)c(=Nc2ccc(F)c(Cl)c2)s1 | 5.8% | -3.5%
Cc1ccccc1-n1c(-c2ccncc2)n[nH]c1=S | -7.7% | -1.7%
O=C(N1CCOCC1)N1CCC(NC(=O)C23CC4CC(CC(C4)C2)C3)CC1 | -2.1% | 2.6%

# Other results follow:
SMILES,MKP-3 inhibition,Hsp70 displacement
O=C(CSc1nnc(-c2ccco2)n1-c1ccccc1)N1CCOCC1,-13.2%,-3.1%
CCOC(=O)N1CCN(CC(=O)Nc2cc3c(cc2C(C)=O)OCO3)CC1,-5.0%,0.7%
Cc1ccc(S(=O)(=O)N(C)CCCC(=O)Nc2ccc(C)cc2C)cc1,-3.0%,-0.9%
CCCCNC(=O)CS(=O)Cc1nc(-c2cccc(C)c2)oc1C (centres undefined),-4.5%,6.3%
N#CCCN(C(=O)COC(=O)c1ccc2c(c1)NC(=O)CS2)c1ccc2c(c1)OCCO2,-8.5%,-10.2%
CS(=O)(=O)N(Cc1ccc(Cl)cc1)c1ccc(C(=O)Nc2cccnc2)cc1,4.4%,-1.2%&1.5%
CCC1Oc2ccccc2N(CC(=O)Nc2ccc(OC)cc2OC)C1=O (centres undefined),-1.3%,4.5%
O=C(CSc1ncnc2nc[nH]c12)c1ccc2ccccc2c1,.,-1.1%
COc1ccc(N(CC(=O)N(Cc2ccccc2)Cc2ccccc2)S(C)(=O)=O)cc1,-2.3%,2.9%
Cc1cccc(/C(N)=N/OC(=O)c2ccco2)c1,0.9%,-8.6%&-2.4%
CC(C)c1ccc(CNC(=O)CSc2nnc(-c3cccc(F)c3)n2-c2ccccc2)cc1,1.5%,3.3%
CC(C)CNC(=O)c1cccc(C(=O)NCC(C)C)c1,-3.7%,2.3%
CCOC(=O)c1ccccc1NC(=O)C1CN(S(=O)(=O)c2ccccc2)CCN1S(=O)(=O)c1ccccc1 (centres undefined),-1.6%,3.5%
c1ccc(N2CCN(c3cnccn3)CC2)nc1,0.8%,1.6%
C=CCn1c(SCCC#N)nnc1-c1ccncc1,0.3%,0.5%
COc1ccc(C2SCC(=O)N2c2c(C)n(C)n(-c3ccccc3)c2=O)c(OC)c1 (centres undefined),-2.1%,1.0%
Nc1cc(=O)[nH]c(SCC(=O)NCC2CCCO2)n1 (centres undefined),-11.7%,-2.5%
Cc1c(C(=O)Nc2ccc(Cl)cc2)cnn1-c1ccccc1,-0.5%,3.3%
C/C(=N\N=C1\NC(=O)C(CC(=O)Nc2ccccc2)S1)C(C)C (centres undefined),2.6%,3.0%
COc1ccc(S(=O)(=O)N/N=C/c2ccc3c(c2)OCO3)cc1,-0.4%,-1.0%
Clc1ccc(-c2nc(N3CCOCC3)c3ccccc3n2)c(Cl)c1,-3.3%,1.3%
CCOC(=O)C(Cc1cc(C(C)=O)ccc1OC(C)C)C(=O)OCC,-5.6%,-0.2%
O=C1NCC(COCC2CC=CCC2)O1 (centres undefined),2.8%,-3.9%
Cc1ccc(OCC(=O)Nc2ccc3oc(-c4cccnc4)nc3c2)cc1C,2.3%,-3.5%
CC(C)(C)NC[C@H](O)COc1nsnc1N1CCOCC1,-5.4%,1.4%
O=C(O)c1ccc(NS(=O)(=O)c2cccs2)cc1,2.4%,-4.3%
O=C(O)C1CCCN(S(=O)(=O)c2ccc(Cl)s2)C1 (centres undefined),4.9%,-9.0%
COC(=O)C1C(=O)N2CCCSC2=C(C#N)C1c1cccs1 (centres undefined),14.5%,-2.3%
Cc1nc2nc(C)c(CCC(=O)N3CCN(c4ccccc4)CC3)c(C)n2n1,.,4.5%
Cc1cc(NC(=O)CSc2nc3ccccc3[nH]2)no1,-7.6%&-1.4%,0.3%&-3.4%
Cc1ccc(Cn2ccc(NC(=O)c3c(-c4ccccc4Cl)noc3C)n2)cc1,-2.2%,.
O=C(CSc1nc2c(c(=O)n1-c1ccc(Cl)cc1)SCC2)Nc1ccc2c(c1)OCCO2,-8.0%,-4.3%
CCCS(=O)(=O)NCc1cn2c(C)csc2n1,-3.5%,0.1%
CCOc1cc(C(=O)Nc2c(C)cc(C)cc2C)cc(OCC)c1OCC,0.6%,1.9%
Cc1ccc(C(=O)N/C(=C/c2cccnc2)C(=O)NN)cc1,3.1%,-0.9%
COC(=O)c1ccc(NC(=O)CSc2nnc(CNc3ccc(OC)cc3)n2C)cc1,1.3%,-0.6%
O=C(NCC1COc2ccccc2O1)C1CCCN(S(=O)(=O)c2cnc[nH]2)C1 (centres undefined),-2.9%,5.4%
CC1(C)CC(=O)C(C(c2ccco2)C2C(=O)CC(C)(C)CC2=O)C(=O)C1,-4.7%,22.8%
Oc1ccc2nc(Cc3ccccc3)[nH]c2c1,-7.7%,2.5%
CCOc1ccc(OCc2ccc(C(=O)Nc3ccc(Cl)cn3)o2)cc1,-7.9%,1.0%
COc1cc(/C=C2\SC(=S)N(CC(=O)N3CCCc4ccccc43)C2=O)cc(OC)c1OC,-3.5%,-8.8%
O=C(O)c1cccc(S(=O)(=O)NCc2cccs2)c1,-3.3%,-0.5%
CS(=O)(=O)N1CCN(c2ccc([N+](=O)[O-])c(Sc3cccc4cccnc34)c2)CC1,4.1%,0.4%
COc1ccccc1NC(=O)CSc1ncn(-c2ccccc2)n1,.,4.4%
COc1ccc(-c2noc(CCC(=O)NC3CCCCC3)n2)cc1OC,-8.7%,2.6%
O=C(O)Cc1ccc(C(F)(F)F)cc1[N+](=O)[O-],-1.6%,-0.7%
CC(=O)c1ccc(NC(=O)Nc2ccc(Cl)cc2)cc1,.,-2.4%
COc1ccc(-c2cc(C(=O)Nc3cc(OC)c(OC)c(OC)c3)no2)cc1OC,-3.3%,-3.9%
COC(CNC(=O)c1ccc2c(c1)nc(C)n2-c1cccc(F)c1)OC,.,-0.2%

# Reformatted with each value named: two of the compounds above.
> CC(=O)c1ccc(NC(=O)Nc2ccc(Cl)cc2)cc1
  MKP-3 inhibition: .; Hsp70 displacement: -2.4%

> COC(CNC(=O)c1ccc2c(c1)nc(C)n2-c1cccc(F)c1)OC
  MKP-3 inhibition: .; Hsp70 displacement: -0.2%
